# Compound activity from PubChem BioAssay.
# Polio RdRp inh – poliovirus RdRp elongation inhibitors, primary screen, biochemical, fluorescence polarization, total intensity; Genome polyprotein (Poliovirus type 1 (strain Mahoney)), P03300; poliovirus polymerase elongation; active compounds read low; % elongation, % (compound at 16.7 µg/mL); actives 0.66% (n = 150,000); AID 588519, 2011; in the data active = % elongation below about 90%; note: some results filed as inactive read as strong as hits
# Target sequence (P03300 1749-2209 limits assumed): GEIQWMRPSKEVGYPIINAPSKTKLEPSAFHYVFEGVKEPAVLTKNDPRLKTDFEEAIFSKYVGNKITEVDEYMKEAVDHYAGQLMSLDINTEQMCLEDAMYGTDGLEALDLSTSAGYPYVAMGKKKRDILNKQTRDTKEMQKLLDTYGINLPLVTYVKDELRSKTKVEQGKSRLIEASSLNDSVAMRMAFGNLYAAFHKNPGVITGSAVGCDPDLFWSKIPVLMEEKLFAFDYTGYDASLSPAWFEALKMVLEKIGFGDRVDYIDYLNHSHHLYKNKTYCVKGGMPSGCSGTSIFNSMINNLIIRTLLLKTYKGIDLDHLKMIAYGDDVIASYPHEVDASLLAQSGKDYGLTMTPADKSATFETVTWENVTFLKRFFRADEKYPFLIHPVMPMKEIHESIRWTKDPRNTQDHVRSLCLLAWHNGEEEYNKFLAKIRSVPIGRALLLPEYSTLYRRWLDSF
# Polio RdRp inh FP z-score – recorded beside Polio RdRp inh, whose call it bears; z-score; measured here: FP z-score; hits read low
# * hit, by the source's call. These rows are one share of the data, so the mix of outcomes need not match the whole.
# The line under a structure holds: Polio RdRp inh FP z-score, Polio RdRp inh
CCOc1ccccc1C1CC(=O)Oc2c1c(=O)n(C)c1ccccc21 (stereo unspecified)
→ 0.6, 106
O=S(=O)(c1ccccc1)N1CCN(C(=S)NCc2ccccc2)CC1
→ 0, 101
Cn1c2ccccc2c2cnn(CC(=O)NC3CCCC3)c(=O)c21
→ -0.4, 101
CCOc1ccc(NC(=O)c2ccc(-n3cnnc3)cc2)cc1
→ 0.6, 103
O=C(OCC(=O)N1CCC(Cc2ccccc2)CC1)c1n[nH]c2ccccc12
→ 0.2, 102
CCC1Oc2nc(SC)nnc2-c2ccccc2N1C(=O)c1ccccc1 (stereo unspecified)
→ -0.1, 100
Cc1ccccc1OCC(=O)OCc1cc(=O)n2nc(-c3cccs3)sc2n1
→ 0.2, 107
COc1ccc(NC(=O)CN(C)S(=O)(=O)c2ccc3[nH]c4c(c3c2)CCCC4)cc1OC
→ -0.3, 101
CC(C)(C)C(=O)/C(C#N)=C/Nc1cccc2nsnc12
→ -0.9, 99
OC1(c2ccccc2)CN(c2ccccc2)C2=[N+]1CCCC2 (stereo unspecified)
→ -0.3, 100
Cc1ccc2nc(N3CCN(C(=O)C4COc5ccccc5O4)CC3)sc2c1 (stereo unspecified)
→ -0.2, 106
CCC(C)NC(=O)C1CCN(S(=O)(=O)c2ccc3nc4c(c(C(=O)O)c3c2)CCCC4)CC1 (stereo unspecified)
→ 0.2, 102
Cc1cccc(C)c1-n1c(SCC(=O)Nc2cccc(C#N)c2)nnc1-c1cccc(S(=O)(=O)N(C)C)c1
→ -0.1, 98
CC(NC(=O)Cn1cc(S(=O)(=O)N(C)C)ccc1=O)c1ccc2c(c1)OCCO2 (stereo unspecified)
→ -0.6, 100
Cc1cc(C(=O)CSc2nc(-c3ccccc3)cn2N)c(C)n1Cc1ccc2c(c1)OCO2
→ 0.1, 102

# Nothing new here: 7 of the compounds above.
# The line under a structure holds: Polio RdRp inh FP z-score, Polio RdRp inh
CCOc1ccccc1C1CC(=O)Oc2c1c(=O)n(C)c1ccccc21 (stereo unspecified)
→ 0.6, 106
O=S(=O)(c1ccccc1)N1CCN(C(=S)NCc2ccccc2)CC1
→ 0, 101
Cn1c2ccccc2c2cnn(CC(=O)NC3CCCC3)c(=O)c21
→ -0.4, 101
CCOc1ccc(NC(=O)c2ccc(-n3cnnc3)cc2)cc1
→ 0.6, 103
O=C(OCC(=O)N1CCC(Cc2ccccc2)CC1)c1n[nH]c2ccccc12
→ 0.2, 102
CCC1Oc2nc(SC)nnc2-c2ccccc2N1C(=O)c1ccccc1 (stereo unspecified)
→ -0.1, 100
Cc1ccccc1OCC(=O)OCc1cc(=O)n2nc(-c3cccs3)sc2n1
→ 0.2, 107

# The results go on.
# The line under a structure holds: Polio RdRp inh FP z-score, Polio RdRp inh
O=C(Nc1ccc(N2CCOCC2)cc1)c1cccnc1
→ -0.9, 99
CCc1cc2c(cc3c(=O)n(CCCC(=O)NCc4ccccc4Cl)nc(CC)n32)s1
→ 0.8, 109
O=c1[nH]c(Nc2nc3ccccc3o2)nc2ccccc12
→ 1, 105
CC(O)c1ccc(C(C)O)cc1 (stereo unspecified)
→ 0.4, 101
CCOC(=O)c1cc(-c2ccccc2)n(CCCC(=O)Nc2ccccc2C)c1C
→ 0.7, 108
Cc1cc(=O)[nH]c(SCC(=O)Nc2nnc(CC(C)C)s2)n1
→ -0.4, 100
O=C(O)CC(NS(=O)(=O)c1ccc(Cl)s1)c1ccccc1 (stereo unspecified)
→ -1.6, 100
Cc1ccccc1CN(C)CC(=O)NC(=O)NC1CCCCC1
→ 0.4, 106
CCNC(=O)CC1C(=O)N(c2ccccc2)C(=O)N1Cc1ccc(OC)cc1 (stereo unspecified)
→ 1, 105
CCC(NC(=O)c1ccccc1NC(=O)c1ccccc1)C(=O)N1CCCC1 (stereo unspecified)
→ -0.3, 100
NS(=O)(=O)c1ccc(NNC(=O)c2c(F)cccc2Cl)cc1
→ -0.7, 99
C(=N\N1CCN(Cc2cccc3ccccc23)CC1)/c1ccncc1
→ 0.4, 106
COc1cc2c(cc1OC)C(c1ccccc1)N(C(=O)CSc1nnc(-c3c[nH]c4ccccc34)o1)CC2 (stereo unspecified)
→ -1.4, 91
c1ccc(-n2nc(SCC3COc4ccccc4O3)nc2C2CC2)cc1 (stereo unspecified)
→ 0.8, 108
NC(N)=Nc1nc2ccccc2o1
→ 0.3, 107
Cc1occc1C(=O)Nc1ccc(Cl)cc1F
→ -0.2, 99
Nc1n[nH]c(Cc2nc3ccccc3[nH]2)n1
→ -0.2, 101
CCOC(=O)Cc1c(Cl)c2ccccc2[nH]c1=O
→ 0.5, 102
Cc1cccc(NC(=O)Cn2c(=O)nc(-c3ccccc3)c3ccccc32)c1C
→ 0.8, 110
COc1ccc(CCNC(=O)CN(c2ccc(C)cc2)S(=O)(=O)c2ccc(OC)cc2)cc1
→ 0.1, 105
CC(=O)N1CCc2c(sc3nc(SCC(C)C)n(-c4ccc(C)c(Cl)c4)c(=O)c23)C1
→ -0.3, 104
O=C(Nc1ccc(F)cc1F)NC1CC(=O)N(Cc2ccccc2)C1 (stereo unspecified)
→ -0.9, 101
Cc1nc2ccc(C(=O)OCc3ccccc3)cc2nc1C
→ 0.1, 102
Cc1noc(C)c1CSC1=N/C(=C\c2ccco2)C(=O)N1c1ccc(OC(F)F)cc1
→ 1.5, 114
CC1CCc2onc(C(=O)N3CCCCC3)c2C1 (stereo unspecified)
→ 0.1, 103
Cc1oc(-c2ccc(C(=O)NCCN(C)C)cc2)nc1CS(=O)(=O)c1ccccc1
→ -0.8, 103
CC(=O)Nc1cccc(-n2nnc(SCC(=O)c3ccccc3)n2)c1
→ 0.1, 103
CC(C)NC(=O)C1CCN(S(C)(=O)=O)CC1
→ 0.6, 104
Cc1nnc(NC(=O)CSc2nccn2Cc2ccccc2)s1
→ -1.3, 102
CCc1ccc(-n2c(SCC(=O)NCc3ccco3)nc3n[nH]c(C)c3c2=N)cc1
→ 0.3, 101
O=C(COc1ccccc1)Nc1ccccc1Cl
→ 0.1, 102
CCOC(=O)COc1ccc(C)cc1C(=O)c1ccn2nc(-c3ccc(C)cc3)cc2n1
→ 0.6, 107
COc1cc(N2C(=O)CSC23C(=O)N(C)c2ccccc23)cc(OC)c1OC (stereo unspecified)
→ 0, 106
Cc1ccc2c(c1)NC(CN=C(N)N)CC2 (stereo unspecified)
→ 0.4, 103
CCOC(=O)c1cc[nH]c1C
→ 0.1, 102
Cc1ccc(-c2cc(C(=O)Oc3ccc(C#N)cc3)no2)cc1C
→ -0.2, 104
COc1ccc(S(=O)(=O)N2CCC(N(C)C(C)C)CC2)cc1
→ 0.5, 102
COc1cccc(NC(=O)Cc2csc(COc3cccc(C)c3)n2)c1
→ 1, 111
Cn1c(CC(=O)NN)nc2ccccc21
→ -0.1, 102
CCCN1C2CCCC1CC(NC(=O)Nc1ccccc1C(F)(F)F)C2 (stereo unspecified)
→ 0.8, 104
COC(=O)c1cccc(NC(=O)Nc2ccccc2)c1
→ 0.7, 108
CCOC(=O)C1C(=O)C=C(c2ccc3ccccc3c2)CC1c1ccc(C(F)(F)F)cc1 (stereo unspecified)
→ 0.5, 105
CC(C)CCN(C)C1CCN(C(=O)Nc2ccccc2)CC1
→ 0.1, 101
CC(O)(C(=O)Nc1ccccc1)C(F)(F)F (stereo unspecified) (tested in a mixture with another compound)
→ 0.7, 103
CCOC(=O)c1ccc2c(c1)nc(C)n2CC
→ 0, 100
CNCc1c(C)nn(-c2ccccc2)c1C
→ -0.5, 100
Cc1ccc(CCCN)c(C)c1
→ 0.3, 104
O=S(=O)(Nc1ccc2nc(-c3cccc(Cl)c3)oc2c1)c1ccccc1
→ -0.3, 102
O=C(c1ccc2c(c1)N(Cc1ccc(F)cc1)C(=O)c1ccccc1S2(=O)=O)N1CCC(Cc2ccccc2)CC1
→ 0.8, 111
O=C(CC1CCCC1)NCCS(=O)(=O)N1CCN(c2ccccc2)CC1
→ 0.2, 103
Cc1nn(-c2ccccc2)c2c1N(CCCC(=O)NC1CCCCC1)C(=O)CS2
→ 0.6, 104
COc1ccc(C(=O)N2CCN(c3ncnc4cc(-c5ccccc5)sc34)CC2)cc1OC
→ -1.5, 96
CN(C)c1ccc(C(=S)N2CCNCC2)cc1
→ 0.4, 103
CCOc1ccc(C(=O)Nc2sc3c(c2C(N)=O)CCC3)cc1
→ 0.2, 102
O=C(CN1c2cccc3cccc(c23)S1(=O)=O)N1CCCCCC1
→ -0.4, 101
O=C(c1ccc(Cl)cc1)N1CCCc2ccccc21
→ 0.2, 105
COc1ccc(N2CCN(C(=O)c3cccnc3Nc3ccccc3F)CC2)cc1
→ -0.1, 102
CC1=CC(C)(C)Nc2ccc(OC(=O)Cc3ccccc3)cc21
→ 0.8, 105
CCOC(=O)c1c(-c2ccccc2)c2oc3ccccc3c2[nH]c1=O
→ 0.2, 102
CCNC(=O)CSc1nnc(-c2cccc(S(=O)(=O)N(CC)CC)c2)n1-c1ccccc1
→ -0.6, 100

# Remaining list, next part.
# The line under a structure holds: Polio RdRp inh FP z-score, Polio RdRp inh
Cc1ccc(-c2noc(CNC(=O)c3ccccc3)n2)cc1
→ -0.8, 103
CC(=O)NCCc1ccc(S(=O)(=O)N(C)C)cc1
→ -0.4, 100
COc1ccc(C(=O)N2CCN(Cc3ccc(OC)c(OC)c3OC)CC2)cc1
→ 0, 102
COc1ccc(Cc2nnc(SCC(=O)NC(C)C)n2-c2ccc(F)cc2)cc1OC
→ 0, 104
COCCn1c(C)cc(C(=O)COC(=O)c2cc(-c3ccco3)nc3ccccc23)c1C
→ 0, 104
Cc1ccc(S(=O)(=O)NCC(=O)NC2CCCCCC2)cc1
→ -0.3, 99
CNc1ccnc(C(=O)O)c1
→ -0.5, 100
CCCNC(=O)c1cc(C)no1
→ 0.8, 104
CC(C)CN(CC(C)C)CN1CC(COc2cccc3ccccc23)OC1=O (stereo unspecified)
→ -0.4, 100
CN1CCN(/C=C/C(=O)C(F)(F)F)CC1
→ 0.1, 103
O=C(NCc1cccs1)c1ccc(CSc2nc3ccncc3n2Cc2ccccc2)cc1
→ -0.3, 106
COc1ccc(-c2nc(CN3C(=O)CN=C(c4ccccc4)c4ccccc43)c(C)o2)cc1OC
→ 0.4, 109
CC(=O)Nc1ccc(S(=O)(=O)N2CCC(c3ccncc3)CC2)cc1
→ 0.2, 108
CSc1ccc(C=C2C(=O)OC(C)(C)OC2=O)s1
→ -2, 97
COc1ccc(-c2oc3ncn4nc(COc5ccc(C)cc5)nc4c3c2-c2ccc(OC)cc2)cc1
→ -0.2, 103
CCN(c1ccc(C(=O)CSc2nnc(-c3cccs3)n2C2CC2)cc1)S(C)(=O)=O
→ 0.7, 108
CN(C)S(=O)(=O)c1ccc2nnn(OCCOc3cccc(Br)c3)c2c1
→ -0.4, 100
CC(=O)c1ccc(NC(=O)/C=C/c2ccc(C)o2)cc1
→ 0.8, 108
CC(=O)Nc1ccc(NC(=O)C(C)OC(=O)C23CC4CC(CC(C4)C2)C3)cc1 (stereo unspecified)
→ -0.5, 100
NC(=O)c1cc(S(=O)(=O)N(Cc2ccco2)C2CCCCC2)cs1
→ -0.7, 100
NC(=O)CN(c1ccccc1)S(=O)(=O)c1ccc(F)cc1
→ 0, 101
CSc1ccc(-c2nc(SCC(=O)NCc3ccco3)c(-c3ccccc3)[nH]2)cc1
→ -0.5, 101
O=C1C=CC(=NS(=O)(=O)c2ccc(C(=O)O)cc2)C=C1
→ -0.2, 99
O=C(CSc1nccc(=O)[nH]1)Nc1ccc(Cl)cc1
→ 0.1, 102
NC(=O)N/N=C/c1ccc(/C=N/NC(N)=O)cc1
→ 0.9, 104
Cc1ccccc1CNC(=O)C1CCN(C(=O)c2sccc2-n2cccc2)CC1
→ 1.4, 104
CCCCOc1ccc(-n2c(N)c(C#N)c3nc4ccccc4nc32)cc1
→ -0.1, 101
CC(C)(C)C(=O)/C=C1\SCC(=O)N1CC(=O)N1CCN(c2ccccc2)CC1
→ -0.4, 100
N#CCC(=O)NC(=O)c1cc2ccccc2oc1=O
→ -0.4, 101
Cc1ccccc1-n1c(/C=C/c2ccc(N(C)C)cc2)nc2ccccc2c1=O
→ -3.4, 84

# One compound at a time, as listed above. Screens in order: Polio RdRp inh FP z-score | Polio RdRp inh
# Listed for CC(C)NC(=O)C1CCN(S(C)(=O)=O)CC1 → 0.6 | 104
# Listed for COc1ccc(C(=O)N2CCN(Cc3ccc(OC)c(OC)c3OC)CC2)cc1 → 0 | 102

# The list goes on.
# The line under a structure holds: Polio RdRp inh FP z-score, Polio RdRp inh
CC1(C)CC2CC(C)(CN2CC(O)COc2ccc(F)cc2Cl)C1 (stereo unspecified)
→ -0.1, 101
O=C(COc1ccc(Cl)cc1Cl)OCCN1CCOCC1
→ 0.4, 107
COc1ccc(CCNC(=O)CCn2c(=O)c3ccccc3n(Cc3ccccc3C)c2=O)cc1OC
→ -0.8, 103
O=C(Nc1c2c(nn1-c1ccc(Cl)cc1)CS(=O)(=O)C2)c1ccc(Br)cc1
→ -1.3, 99
O=C(O)C1CSC2(CCN(Cc3ccccc3)CC2)N1 (stereo unspecified)
→ -1.3, 99
Cn1nc(OC(C)(C)C(=O)Oc2ccc(Cl)cc2Cl)cc1C(F)(F)F
→ 0.1, 104
O=C(Nc1ccccc1C(=O)N1CCCC1)Oc1ccccc1
→ 0, 100
Cc1cc(N(CCO)Cc2ccccc2)n2nc(-c3ccc(C(C)(C)C)cc3)nc2n1
→ 0.1, 107
Cc1ccc(-n2c(C)cc(/C=C3\SC(=O)NC3=O)c2C)cc1
→ -0.3, 100
COc1ccc(OCC(=O)N2CCN(Cc3ccc(SC)cc3)CC2)cc1
→ -1.3, 100
C=CCn1c(SCc2cc(=O)n3ccsc3n2)nnc1C1CCCCC1
→ -0.2, 101
CCn1cc(C(=O)NCc2ccccc2)c(=O)c2cc(S(=O)(=O)N3CCCCCC3)ccc21
→ 0.1, 105
COc1cccc(OCCn2c(-c3ccc(Cl)cc3)nc3ccccc3c2=O)c1
→ 0.5, 106
Cc1cccc(C(=O)N(Cc2ccccc2F)C2CCS(=O)(=O)C2)c1 (stereo unspecified)
→ 1.3, 111
COc1ccc2c(c1)CCc1c(C(=O)N3CCCC3)noc1-2
→ 0.7, 102
COCc1c(C(N)=O)nnn1-c1nonc1N
→ -0.2, 101
N=C(N)N1CCOCC1
→ -0.2, 98
CCOC(=O)Cc1csc(NC(=O)Nc2cccs2)n1
→ -0.9, 101
